E coli growth: bacterial growth inhibition, counter-screen for AddAB inhibitors | E. coli V3065 growth, OD600 absorbance, 18 h | inhibition, % at 11.9 µM | actives 0.27% (n = 330,000) | AID 449728;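 active = inhibition above the campaign's mean inhibition across all tested compounds plus 3 SD, cut at about 9.9% in these data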;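 also: uninfected addAB+ strain grown without phage in ampicillin broth; 0% = DMSO wells and 100% = ciprofloxacin 0.95 µg/ml wells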
HTR5A ag: activates human HTR5A in OPRM1-OPRD1 agonist counter-screen | P47898 | HTR5A agonist assay, luminescence, cell-based | activation, % at 9.3 µM | actives 0.61% (n = 340,000) | AID 504692; in the data active = activation mostly above about 9.5%, no sharp cut-off; inactive = mostly below about 7.6%;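 also: 0% = cells with vehicle only and 100% = reference agonist; strong numbers were not always called active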
PKA-R1A act: activates the PKA-R1A holoenzyme complex. P00514+P68181. PKA-R1A dissociation, Cy5-IP20 fluorescence polarization; scaled: DMSO 0%, 113 µM cGMP 100%. activation, % at 11.4 µM. actives 0.083% (n = 340,000). AID 504707;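 active = percent activation above the mean of all tested compounds plus 3 SD, cut at about 19% in these data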;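 also: higher means more PKAc released from R1A so a rise in polarization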
HTR5A inv ctr: HTR5A inverse agonism, opioid heterodimer counter-screen | actives 0.083% (n = 340,000) | P47898 | inhibition, % at 9.3 µM | HTR5A cell line, luminescence; in the data active = inhibition mostly above about 23%, no sharp cut-off; inactive = mostly below about 18%;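 also: 0% = cells with DMSO and 100% = no-cell wells with DMSO; some compounds called inactive have numbers as strong as hits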
AddAB inh: less growth of phage-infected E. coli with AddAB; E. coli expressing H. pylori AddAB, absorbance growth; inhibition, % at 11.9 µM; actives 0.29% (n = 330,000); AID 435030; in the data active = inhibition above about 12%;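 also: 0% = vehicle wells of infected cells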
PfHsp90 set2: growth inhibition of yeast expressing Plasmodium Hsp90 | S. cerevisiae expressing PfHsp90, BacTiter-Glo ATP, 48 h; yeast lacking PDR1 and PDR3 efflux regulators | inhibition, % at 9.4 µM | actives 0.32% (n = 310,000) | AID 504621;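 active = every replicate shows inhibition above about 80%, whatever the replicate mean, limit read from the data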;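 also: 0% = DMSO neutral controls and 100% = 20 µM radicicol positive controls; yeast relying on Plasmodium falciparum Hsp90 in place of its own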
phage Ecoli inh: E. coli growth loss with phage present. growth absorbance. inhibition, % at 11.9 µM. actives 0.26% (n = 360,000). AID 651602; in the data active = inhibition above about 11%
OPRM1-OPRD1 ag: agonists of human mu-delta opioid receptor heterodimerization; activation, % at 9.3 µM; P35372+P41143; actives 0.3% (n = 340,000); cells, OPRM1-OPRD1 heterodimerization, luminescence; in the data active = activation above about 18%;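 also: 0% = vehicle-treated cells and 100% = reference agonist; values of inactives mirror those of a sister screen read the other way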
Target sequence (P35372 whole entry, looked up): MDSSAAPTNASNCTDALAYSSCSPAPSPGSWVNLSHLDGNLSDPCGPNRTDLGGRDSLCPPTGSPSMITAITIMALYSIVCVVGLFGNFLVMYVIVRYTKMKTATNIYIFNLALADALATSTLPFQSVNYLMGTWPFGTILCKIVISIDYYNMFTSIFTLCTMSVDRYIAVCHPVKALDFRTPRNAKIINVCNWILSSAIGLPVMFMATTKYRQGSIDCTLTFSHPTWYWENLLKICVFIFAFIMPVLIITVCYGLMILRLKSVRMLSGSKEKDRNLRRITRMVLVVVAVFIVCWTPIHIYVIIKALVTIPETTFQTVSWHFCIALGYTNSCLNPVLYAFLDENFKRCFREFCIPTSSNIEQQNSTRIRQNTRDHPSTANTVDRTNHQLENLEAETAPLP
Target sequence (P41143 whole entry, looked up): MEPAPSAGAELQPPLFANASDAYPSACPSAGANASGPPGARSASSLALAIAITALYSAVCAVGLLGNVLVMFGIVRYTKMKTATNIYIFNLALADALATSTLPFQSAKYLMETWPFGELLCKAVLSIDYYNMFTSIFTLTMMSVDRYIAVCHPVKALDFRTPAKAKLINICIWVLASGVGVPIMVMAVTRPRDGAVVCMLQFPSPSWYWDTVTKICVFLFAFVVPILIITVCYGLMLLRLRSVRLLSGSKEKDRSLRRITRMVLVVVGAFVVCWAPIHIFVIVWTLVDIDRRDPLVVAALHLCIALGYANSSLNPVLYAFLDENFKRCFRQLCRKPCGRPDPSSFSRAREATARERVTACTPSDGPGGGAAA
OPRM1-OPRD1 inv: inverse agonists of human mu-delta opioid receptor heterodimerization | AID 504357 | inhibition, % at 9.3 µM | P35372+P41143 | cell-based MOR-DOR heterodimer luminescence, inverse agonism | actives 0.21% (n = 340,000); in the data active = inhibition above about 22%, passing the limit was not always enough;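 also: 0% = cells with DMSO and 100% = wells without cells with DMSO; values of inactives mirror those of a sister screen read the other way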
Pemphigus Ab inh: blocks pemphigus antibody binding to human desmoglein-3 | AID 588358 | actives 0.48% (n = 310,000) | DSG3-coupled beads, scFv-anti-DSG3-GFP binding, flow cytometry; active compounds read low | binding (percent of control), % at 10 µM;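 active = binding more than 3 SD below its plate's average and above zero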;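 also: hits lower antibody fragment binding to DSG3; some compounds called inactive have numbers as strong as hits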
SUMO Mot1 rescue: SUMOylation pathway inhibition by Mot1-301 growth rescue. S. cerevisiae Mot1-301 growth rescue, ATP luminescence, 38.5C; percent above DMSO median, 100 means doubled. growth rescue, % at 18.8 µM. AID 2716. actives 1% (n = 320,000);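 active = every valid replicate shows activation above 250% relative to neutral control wells; inactive = the rest, any valid replicate at or below 250%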;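 also: OY570 slx delta 5 strain wells were the positive control but not used for scaling; some compounds called inactive have numbers as strong as hits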
* marks the source's active call; other numbers are inactive results; . = no result given.

SMILES	E coli growth	HTR5A ag	PKA-R1A act	HTR5A inv ctr	AddAB inh	PfHsp90 set2	phage Ecoli inh	OPRM1-OPRD1 ag	OPRM1-OPRD1 inv	Pemphigus Ab inh	SUMO Mot1 rescue
CCN(CCNC(=O)C1CC(=O)N(CCc2ccccc2)C1)c1ccccc1 (stereo not given)	1.3	-4	-11	-2	4.9	1	0.4	-1.3	7	105	-7
Cc1ccccc1NC(=O)NC1(C(=O)N2CCCC2)CCCCC1	-1.3	-3	-1	8	1.7	11	3.4	-0.1	1	121	89
CN1C(=O)[C@@H]2[C@H](C1=O)[C@@H]1C(=O)Nc3ccccc3C(=O)N1[C@@H]2c1ccc(Br)cc1	-0.5	3	-11	-8	2.8	-11	-0.7	-1.9	11	107	2
COc1ccc(/C=C/C(=O)NNC(=O)c2cc(C)oc2C)cc1	3.3	1	-6	-3	0.6	.	1.0	-2.4	13	102	-2
CC(=O)N1CCC(=NNc2ccc(S(N)(=O)=O)cc2[N+](=O)[O-])CC1	-1.5	2	3	-5	-1.5	-7	2.6	-1.1	6	91	-8
CCC(C)(C)c1nnc(NC(=O)c2ccc([N+](=O)[O-])cc2)s1	-1.6	0	-6	3	0.7	-2	1.9	-2.2	12	109	8
COc1ccc(CCNC(=O)COC(=O)/C=C/c2cccs2)cc1OC	0.1	4	11	0	-1.5	17	1.2	-0.9	4	97	6
COCCNC(=O)C(OC(=O)c1cccs1)c1ccc(F)cc1 (stereo not given)	1.3	-2	0	7	3.8	-6	3.6	-0.4	2	99	-2
COc1cccc(C(=O)Nc2ccccc2C(=O)N2CCCC2)c1	-0.6	-1	11	27	1.7	1	3.7	0.6	-4	89	61
O=C(COC(=O)c1ccc(Oc2ccccc2)cc1)Nc1nnc(-c2ccccc2)o1	-1.0	1	6	6	-1.2	-41	-3.9	-0.6	3	102	29
CC(=O)c1c(C)[nH]c(C(=O)N(C)C(c2ccccc2)c2ccccc2)c1C	-0.9	-2	4	5	0.0	-18	2.8	-0.2	1	94	-10
O=C1OCCC1Sc1nnc(-c2cccs2)n1Cc1ccccc1 (stereo not given)	1.4	15*	-2	-3	-0.7	2	.	8.2	-44	96	8
COc1cccc(NC(=O)c2ccco2)c1	0.1	-3	-1	5	0.3	3	1.9	-0.9	6	99	0
Nc1c(-c2cccc(Cl)c2)cnn1-c1cccc([N+](=O)[O-])c1	2.5	6	7	-16	0.3	11	3.6	3.3	-17	104	1
Cc1sc2ncnc(SCC(=O)Nc3ccc(CN4CCCC4)cc3)c2c1C	-3.0	4	2	-9	0.3	-2	1.3	0.2	-1	115	35
CCOC(=O)c1ccc2ncc(C(=O)OCC)c(Nc3ccc(N4CCOCC4)cc3)c2c1	-2.2	0	6	3	2.1	2	1.2	3.2	-16	112	3
CC(C)Cc1nnc(NC(=O)CCC(=O)N2CCCCC2)s1	-1.2	-2	0	-1	2.9	25	4.4	-3.0	16	101	256
CN1CCCC(OC(=O)c2cc(Br)ccc2Cl)C1 (stereo not given)	-3.5	-5	-2	-9	-0.3	15	4.2	-1.2	7	105	260*
Cc1nn(-c2ccccc2)c(Cl)c1/C=C1/C(=N)N2N=C(C(C)C)SC2=NC1=O	-0.6	7	3	-21	1.4	-86	5.0	6.5	-44	99	-1
CCOC(=O)C1CCN(C(=O)CSCc2nc(-c3ccc(OCC)cc3)oc2C)CC1	-2.5	4	0	-13	-2.7	17	3.3	-2.0	11	97	-17
CCCn1c(N)c(C(=O)CN(C)CC(=O)Nc2ccc(F)cc2)c(=O)[nH]c1=O	-3.9	11	-2	11	-1.4	.	3.3	-2.8	11	102	.
CN(CCCC(=O)Nc1ccc(Br)cc1F)S(=O)(=O)c1ccccc1	1.5	3	-5	19	2.2	0	0.1	0.3	-2	107	380
N#Cc1ccccc1OCC(=O)NCc1ccccc1CN1CCCC1	0.0	-1	3	3	0.8	-2	1.7	-0.2	1	105	3
CCOC(=O)C1CCN(C(=O)CN2C(=O)CSc3ccc(S(=O)(=O)N4CCOCC4)cc32)CC1	-0.2	3	-8	-10	2.3	27	-0.2	-1.4	7	.	-22

Copied from the entries so far (14 entries):
SMILES	E coli growth	HTR5A ag	PKA-R1A act	HTR5A inv ctr	AddAB inh	PfHsp90 set2	phage Ecoli inh	OPRM1-OPRD1 ag	OPRM1-OPRD1 inv	Pemphigus Ab inh	SUMO Mot1 rescue
COCCNC(=O)C(OC(=O)c1cccs1)c1ccc(F)cc1 (stereo not given)	1.3	-2	0	7	3.8	-6	3.6	-0.4	2	99	-2
COc1cccc(C(=O)Nc2ccccc2C(=O)N2CCCC2)c1	-0.6	-1	11	27	1.7	1	3.7	0.6	-4	89	61
O=C(COC(=O)c1ccc(Oc2ccccc2)cc1)Nc1nnc(-c2ccccc2)o1	-1.0	1	6	6	-1.2	-41	-3.9	-0.6	3	102	29
CC(=O)c1c(C)[nH]c(C(=O)N(C)C(c2ccccc2)c2ccccc2)c1C	-0.9	-2	4	5	0.0	-18	2.8	-0.2	1	94	-10
O=C1OCCC1Sc1nnc(-c2cccs2)n1Cc1ccccc1 (stereo not given)	1.4	15*	-2	-3	-0.7	2	.	8.2	-44	96	8
COc1cccc(NC(=O)c2ccco2)c1	0.1	-3	-1	5	0.3	3	1.9	-0.9	6	99	0
Nc1c(-c2cccc(Cl)c2)cnn1-c1cccc([N+](=O)[O-])c1	2.5	6	7	-16	0.3	11	3.6	3.3	-17	104	1
Cc1sc2ncnc(SCC(=O)Nc3ccc(CN4CCCC4)cc3)c2c1C	-3.0	4	2	-9	0.3	-2	1.3	0.2	-1	115	35
CCOC(=O)c1ccc2ncc(C(=O)OCC)c(Nc3ccc(N4CCOCC4)cc3)c2c1	-2.2	0	6	3	2.1	2	1.2	3.2	-16	112	3
CC(C)Cc1nnc(NC(=O)CCC(=O)N2CCCCC2)s1	-1.2	-2	0	-1	2.9	25	4.4	-3.0	16	101	256
CN1CCCC(OC(=O)c2cc(Br)ccc2Cl)C1 (stereo not given)	-3.5	-5	-2	-9	-0.3	15	4.2	-1.2	7	105	260*
Cc1nn(-c2ccccc2)c(Cl)c1/C=C1/C(=N)N2N=C(C(C)C)SC2=NC1=O	-0.6	7	3	-21	1.4	-86	5.0	6.5	-44	99	-1
CCOC(=O)C1CCN(C(=O)CSCc2nc(-c3ccc(OCC)cc3)oc2C)CC1	-2.5	4	0	-13	-2.7	17	3.3	-2.0	11	97	-17
CCCn1c(N)c(C(=O)CN(C)CC(=O)Nc2ccc(F)cc2)c(=O)[nH]c1=O	-3.9	11	-2	11	-1.4	.	3.3	-2.8	11	102	.

Assay outcomes: PubChem BioAssay, several laboratories
